Screening results deposited in PubChem BioAssay by The Scripps Research Institute Molecular Screening Center.
Tn6 DDE FP = DD(E)-Tn6 binding inhibition, primary FP screen. P02675. Fibrin DD(E) TRITC-Tn6 fluorescence polarization displacement. inhibition, % at 8.3 µM. 370,000 tested, 0.21% active. AID 720509;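 active = inhibition above a per-campaign cutoff: mean of compounds within control limits plus 3 SD, cut at about 15% in these data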;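 also: 0% = median of all compound wells on the plate and 100% = blocking peptide control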
ASAP1 inh = ASAP1 ArfGAP inhibition | Q9ULH1 | AID 624377 | inhibition, % at 16.5 µM | 360,000 tested, 0.19% active | ASAP1-stimulated ARF1 GTP hydrolysis, GDP FP detection; in the data active = inhibition above about 25%;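 also: 0% = vehicle with enzyme and substrate and 100% = no enzyme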
KLK7 zymogen act = activators of human kallikrein-7 zymogen. P49862. AID 652039. activation, % at 7 µM. 370,000 tested, 0.9% active. purified proKLK7, EDANS-DABCYL substrate fluorescence; 100% is mature enzyme control, 0% vehicle;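 active = activation above the mean of all tested compounds plus 3 SD, computed per campaign excluding outliers beyond control limits, cut at about 13% in these data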
LEDGF integ inh = blocks HIV-1 LEDGF/p75-dependent DNA integration | TR-FRET IN-LEDGF/p75 DNA integration, Eu/Cy5 | inhibition, % at 3.7 µM | 370,000 tested, 0.64% active;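 active = inhibition above the screen-wide mean plus 3 SD, cut at about 13% in these data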;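 also: signal is the Cy5 over europium emission ratio at 671 and 618 nm; 0% = plate median of compound wells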
TDP2 inh = TDP2 (human) inhibition, absorbance primary screen; recombinant TDP2, T5PNP hydrolysis, p-nitrophenol absorbance 415 nm; inhibition, % at 12.8 µM; AID 720702; 370,000 tested, 0.34% active;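 active = inhibition above the mean of all tested compounds plus 3 SD, set per campaign, cut at about 25% in these data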;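 also: 0% = DMSO with enzyme and 100% = buffer with substrate but no TDP2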
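Assay system: recombinant human TDP2 / Reagent: T5PNP substrate at 5 mM, a TopII-DNA adduct mimic / Measured by: epi absorbance from released p-nitrophenol / Evaluation: % inhibition relative to enzyme-containing and enzyme-free wells / Control set: enzyme-free and DMSO wells / Replicates: each compound tested once, singlicate / Schedule: enzyme reaction with compound for 2 h at 37 °C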
ADAM17 inh = ADAM17 inhibition, QFRET primary screen | P78536 | recombinant ADAM17, EDANS/DABCYL FRET peptide cleavage | inhibition, % at 6.95 µM | 370,000 tested, 0.83% active | AID 720648;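 active = inhibition above the mean of compounds lying between control limits plus 3 SD, set per campaign, cut at about 8.5% in these data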;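 also: 0% = DMSO-only wells as the low control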
ADAM10 inh = inhibits human ADAM10; O14672; 370,000 tested, 0.62% active; recombinant ADAM10, EDANS/DABCYL FRET peptide cleavage, 3 h; AID 720582; inhibition, % at 7 µM;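 active = inhibition above a per-campaign cutoff equal to the mean of compounds falling between control-based bounds plus 3 SD, cut at about 20% in these data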;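 also: 0% = DMSO wells while the 100% control is not disclosed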
Target sequence (O14672 214-748 limits assumed): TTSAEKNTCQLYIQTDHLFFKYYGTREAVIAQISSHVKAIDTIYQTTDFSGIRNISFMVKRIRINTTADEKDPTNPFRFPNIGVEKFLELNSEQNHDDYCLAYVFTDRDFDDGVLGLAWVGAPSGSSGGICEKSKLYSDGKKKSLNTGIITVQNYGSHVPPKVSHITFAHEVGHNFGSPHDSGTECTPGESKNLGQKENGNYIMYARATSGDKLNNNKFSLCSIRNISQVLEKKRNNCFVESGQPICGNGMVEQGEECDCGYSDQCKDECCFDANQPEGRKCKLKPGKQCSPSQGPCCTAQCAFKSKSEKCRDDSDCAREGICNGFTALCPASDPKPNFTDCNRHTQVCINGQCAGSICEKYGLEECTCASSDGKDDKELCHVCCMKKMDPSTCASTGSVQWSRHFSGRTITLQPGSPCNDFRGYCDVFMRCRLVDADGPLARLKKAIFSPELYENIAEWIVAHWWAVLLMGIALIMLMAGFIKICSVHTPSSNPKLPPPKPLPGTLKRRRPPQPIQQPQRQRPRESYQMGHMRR
Tn7 DDE FP = disrupts Tn7 cyclic peptide binding to fibrin D-Dimer-E complex; FP displacement of FITC-Tn7 peptide from fibrin DD(E); 0% = median of compound wells per plate; inhibition, % at 8.3 µM; 370,000 tested, 0.13% active; AID 720508;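 active = inhibition above the mean of compounds falling within the control limits plus 3 SD of them, cut at about 14% in these data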;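 also: 0% = plate median of compound wells and 100% = 10 µM Aha-Tn7 peptide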
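Assay system: Human fibrin DD(E) protein | Medium: Tris buffer with calcium and detergent, pH 7.8 | Reagent: 0.1 µM fluorescent Tn7 | Compound dosing: Single point at 8.3 µM | Times: 10 min preincubation, 3 h with tracer, room temperature | Detection: Fluorescence polarization of the labelled Tn7 tracer | Controls: Aha-Tn7 high control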
PLC-gamma1 inh = blocks human PLC-gamma1 enzyme activity. purified PLC-gamma1, fluorogenic substrate, fluorescence. 370,000 tested, 0.84% active. inhibition, % at 12.2 µM. AID 720700; in the data active = inhibition above about 9.5%
ARFGAP1 inh = inhibitors of rat ARFGAP1; 360,000 tested, 0.26% active; Arfgap1-stimulated ARF1 GTP hydrolysis, GDP FP detection; inhibition, % at 16.5 µM; Q62848;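 active = inhibition above a per-plate limit, mean inhibition of low control wells plus 3 SD, cut at about 25% in these data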;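 also: 0% = DMSO wells with enzyme and 100% = wells lacking Arfgap1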
Target sequence (Q62848 1-136 limits assumed): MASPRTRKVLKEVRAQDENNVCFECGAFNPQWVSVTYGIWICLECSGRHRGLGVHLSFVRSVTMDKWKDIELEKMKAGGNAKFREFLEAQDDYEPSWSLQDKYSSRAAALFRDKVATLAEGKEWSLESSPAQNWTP
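system = rat Arfgap1 catalytic domain, aa 1-136 | technique = FP, GDP Alexa 633 tracer displaced from anti-GDP antibody, 620/688 nm | compound = one concentration, 16.5 µM, DMSO 1.26% | medium = HEPES-based buffer, pH 7.5 | timing = compound-enzyme preincubation 20 min, reaction 120 min, detection 60 min, 25 °C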
An asterisk follows results filed as active; / = no result given.

(1) CCOc1ncccc1C(=O)Nc1ccc(-c2ccc3nnc(C)n3n2)cc1
(2) COc1ccc(NC(=O)C2CCCN(c3nn4c(=O)cc(C)nc4s3)C2)c(OC)c1 (configuration not stated)
(3) N#Cc1cccc(NC(=O)CSc2nnc(C3CC3)n2C2CC2)c1
(4) O=C(O)CN1CCN(c2ncc(C(F)(F)F)cc2Cl)CC1
(5) CN(Cc1cccnc1)C(=O)CNC(=O)c1ccc(Cl)cc1Cl
(6) c1n[nH]c(NC2=NCCC2)n1

Screen / compound no. | 1 | 2 | 3 | 4 | 5 | 6
ASAP1 inh | -9 | 5 | 2 | -8 | -11 | -13
TDP2 inh | 15 | 6 | -2 | -16 | 17 | -3
ADAM10 inh | -8 | -1 | -8 | 9 | 0 | -1
Tn6 DDE FP | 6 | 5 | 6 | 4 | 9 | -1
ARFGAP1 inh | -12 | 7 | -15 | -5 | 14 | 1
KLK7 zymogen act | -1.1 | 0.4 | 0.7 | 0.0 | 0.0 | 0.3
ADAM17 inh | -4 | -1 | -1 | 7 | -3 | 0
LEDGF integ inh | 1 | 0 | 2 | 2 | 2 | -2
PLC-gamma1 inh | -5 | 3 | 1 | 6 | 3 | -2
Tn7 DDE FP | -1 | 6 | -4 | -9 | -2 | 8

Continued, starting with the last two of the part before.
(5) CN(Cc1cccnc1)C(=O)CNC(=O)c1ccc(Cl)cc1Cl
(6) c1n[nH]c(NC2=NCCC2)n1
(7) COCC(C)NC(=O)C1CC(c2cccc(Br)c2)=NO1 (configuration not stated)
(8) O=S(=O)(Nc1ccccc1)N1CCCCC1
(9) COCCNC(=O)COC(=O)c1ccc(OCC(=O)Nc2ccccc2OC)c(OC)c1
(10) Cc1cc(C)cc(C(=O)Nc2ccc(N3CCCC3)cc2)c1
(11) OCCC1CN(Cc2nc3c(s2)CCCC3)CCN1Cc1ccccc1 (configuration not stated)
(12) COc1ccc(C)cc1NS(=O)(=O)c1ccc(-c2cnc(C3CC3)o2)cc1

Screen / compound no. | 5 | 6 | 7 | 8 | 9 | 10 | 11 | 12
ASAP1 inh | -11 | -13 | -9 | 7 | 0 | 4 | 14 | 0
TDP2 inh | 17 | -3 | -5 | -21 | -9 | -2 | -18 | 5
ADAM10 inh | 0 | -1 | 3 | 7 | -1 | -16 | -1 | 13
Tn6 DDE FP | 9 | -1 | 12 | -2 | -5 | 0 | -6 | 0
ARFGAP1 inh | 14 | 1 | 1 | -2 | 4 | 13 | 7 | -9
KLK7 zymogen act | 0.0 | 0.3 | 0.3 | 0.4 | -0.2 | -1.6 | 0.0 | 0.1
ADAM17 inh | -3 | 0 | -3 | 3 | 8 | -8 | -2 | 4
LEDGF integ inh | 2 | -2 | -4 | 4 | 7 | -3 | 0 | -1
PLC-gamma1 inh | 3 | -2 | 4 | 11* | 4 | -11 | 0 | 1
Tn7 DDE FP | -2 | 8 | -3 | 1 | -1 | 7 | -2 | 5

(13) CCN(Cc1ccccc1)S(=O)(=O)c1ccc(C(=O)N2CCN(c3nc4ccccc4s3)CC2)cc1
(14) O=C(Nc1ccc(Cl)cc1)c1cccc(NC2=NC3CS(=O)(=O)CC3S2)c1 (configuration not stated)
(15) O=C(O)C1CCCCC1C(=O)Nc1ccccc1Cl (configuration not stated)
(16) OCCCC1CCCCN1Cc1nc(Cc2ccccc2Cl)no1 (configuration not stated)
(17) CCC(C)NC(=O)C(=O)NCc1ccncc1 (configuration not stated)
(18) CC(=O)c1cc2c(cc1NC(=O)CN1CCCCCC1)OCO2

Screen / compound no. | 13 | 14 | 15 | 16 | 17 | 18
ASAP1 inh | -3 | 8 | 8 | -9 | 3 | -9
TDP2 inh | 2 | -14 | 3 | 6 | -4 | 5
ADAM10 inh | -5 | 12 | 3 | -4 | 5 | -61
Tn6 DDE FP | 3 | 4 | 2 | 7 | 3 | 0
ARFGAP1 inh | 3 | 15 | -1 | 2 | 10 | 11
KLK7 zymogen act | 0.0 | -0.1 | -0.1 | -0.5 | 0.4 | 1.4
ADAM17 inh | -3 | 5 | -2 | -6 | 1 | -11
LEDGF integ inh | 1 | 5 | 1 | 0 | 4 | 2
PLC-gamma1 inh | -8 | 12* | 0 | 0 | 2 | -27
Tn7 DDE FP | 4 | -2 | -5 | -2 | -12 | 4

(19) CCNc1ccc(C(=O)OCC(=O)Nc2cc(C)on2)cc1[N+](=O)[O-]
(20) Cc1ccc(Cl)cc1N1CCN(C(=S)NCCc2ccccc2)CC1
(21) O=C(c1ccc2c(c1)OCO2)N1CCC2(CC1)Oc1ccc(Cl)cc1C(=O)C21CC(c2ccccc2)=NO1 (configuration not stated)
(22) NS(=O)(=O)c1cccc(NC(=O)CN2CCC(Cc3ccccc3)CC2)c1
(23) O=c1[nH]cc(S(=O)(=O)N2CCCc3ccccc32)c(=O)[nH]1
(24) COc1ccc(/C(N)=N/OC(=O)Cc2ccccc2[N+](=O)[O-])cc1
(25) Cc1ccc(NC(=S)NNC(=O)CSc2nnc(-c3ccc(C)cc3)n2C2CCCCC2)cc1

Screen / compound no. | 19 | 20 | 21 | 22 | 23 | 24 | 25
ASAP1 inh | 11 | 5 | -24 | 8 | 13 | 8 | /
TDP2 inh | -3 | -4 | -1 | 6 | 12 | -1 | 5
ADAM10 inh | -4 | 1 | -1 | -3 | -8 | 0 | 8
Tn6 DDE FP | -10 | 0 | -1 | -5 | 3 | -1 | 6
ARFGAP1 inh | -3 | 3 | -7 | -4 | -3 | -4 | /
KLK7 zymogen act | 0.3 | -0.4 | 0.6 | -0.7 | -0.2 | -1.0 | -0.6
ADAM17 inh | 0 | -1 | 0 | 3 | -2 | -2 | 3
LEDGF integ inh | 4 | -7 | 0 | 1 | -1 | 1 | 1
PLC-gamma1 inh | 2 | -2 | -1 | 2 | -3 | 0 | 0
Tn7 DDE FP | -4 | 3 | 5 | -1 | 8 | -2 | -6

Of the compounds above, 7 contain a Cl atom.
(4) O=C(O)CN1CCN(c2ncc(C(F)(F)F)cc2Cl)CC1
(5) CN(Cc1cccnc1)C(=O)CNC(=O)c1ccc(Cl)cc1Cl
(14) O=C(Nc1ccc(Cl)cc1)c1cccc(NC2=NC3CS(=O)(=O)CC3S2)c1 (configuration not stated)
(15) O=C(O)C1CCCCC1C(=O)Nc1ccccc1Cl (configuration not stated)
(16) OCCCC1CCCCN1Cc1nc(Cc2ccccc2Cl)no1 (configuration not stated)
(20) Cc1ccc(Cl)cc1N1CCN(C(=S)NCCc2ccccc2)CC1
(21) O=C(c1ccc2c(c1)OCO2)N1CCC2(CC1)Oc1ccc(Cl)cc1C(=O)C21CC(c2ccccc2)=NO1 (configuration not stated)

Screen / compound no. | 4 | 5 | 14 | 15 | 16 | 20 | 21
ASAP1 inh | -8 | -11 | 8 | 8 | -9 | 5 | -24
TDP2 inh | -16 | 17 | -14 | 3 | 6 | -4 | -1
ADAM10 inh | 9 | 0 | 12 | 3 | -4 | 1 | -1
Tn6 DDE FP | 4 | 9 | 4 | 2 | 7 | 0 | -1
ARFGAP1 inh | -5 | 14 | 15 | -1 | 2 | 3 | -7
KLK7 zymogen act | 0.0 | 0.0 | -0.1 | -0.1 | -0.5 | -0.4 | 0.6
ADAM17 inh | 7 | -3 | 5 | -2 | -6 | -1 | 0
LEDGF integ inh | 2 | 2 | 5 | 1 | 0 | -7 | 0
PLC-gamma1 inh | 6 | 3 | 12* | 0 | 0 | -2 | -1
Tn7 DDE FP | -9 | -2 | -2 | -5 | -2 | 3 | 5
